From PubChem
Tau FP inhib: tau fibrillization inhibition (FP) | hit rate 0.39% among 280,000 | P10636 | Potency, µM (series often up to 57.7 µM), for inactives: top-dose activity, negative = inhibition, hits mostly inhibitors | K18 P301L tau heparin fibrillization, Alexa594 FP, 6 h; further: on the % scale 0 is the no-effect control and ±100 the full control effect; nearly all actives have a fitted effect of over 55% in size
Target sequence (P10636 561-689 P618L limits assumed): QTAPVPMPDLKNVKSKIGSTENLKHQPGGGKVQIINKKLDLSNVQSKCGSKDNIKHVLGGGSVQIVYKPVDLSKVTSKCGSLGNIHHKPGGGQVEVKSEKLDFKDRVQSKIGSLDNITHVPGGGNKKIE
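Read-out: fluorescence polarization of Alexa 594-labeled tau (0.24 uM), 555 nm excitation, 632 nm emission. Mixtures held 15 uM unlabeled K18 P301L, compound and 20 uM heparin, pH 7 acetate buffer, incubated 6 hr at 37 C.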
GAA spleen mod: lysosomal alpha-glucosidase (human) modulation | P10253 | Potency, µM (doses to about 79.9 µM), inactives show at the highest dose activity change, negative = inhibition, most hits filed as inhibitors | human spleen homogenate, 4-MU-alpha-glucoside fluorescence | hit rate 0.006% among 240,000;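 further: 0% = enzyme with vehicle and -100% = no enzyme basal signal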
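Enzyme source: human spleen homogenate, 1 ug/well. Buffer 50 mM citric acid/K phosphate pH 5.0, 0.01% Tween-20. 4-MU-alpha-glucoside 1 mM; 37 C x 40 min; NaOH/glycine stop; fluorescence.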
Tau fibril ThT: blocks human tau fibril formation measured by thioflavin T; hit rate 2.1% among 270,000; P10636; Potency, µM (highest dose often 57.4 µM), without a hit: top-dose activity, negative = inhibition, hits mostly inhibitors; recombinant tau K18 P301L, heparin-induced fibrillization, ThT fluorescence; further: on the % scale 0 is the no-effect control and ±100 the full control effect; nearly all actives have a fitted effect of over 55% in size
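In this qHTS, human K18 P301L tau is incubated with compound and heparin for 6 hr at 37 C, and Thioflavin T fluorescence then reports fibril load.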
GAA glycogen mod: inhibitors or activators of human alpha-glucosidase glycogen cleavage | Potency, µM (titrated, usually from 76.4 µM), for the others: top-dose activity change, negative = inhibition, hits mostly inhibitors | P10253 | hit rate 0.38% among 300,000 | recombinant GAA, glycogen substrate, Amplex Red glucose oxidase fluorescence;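 further: 0% = full enzyme reaction and -100% = no-enzyme basal signal; the screen sought inhibitors and activators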
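Recombinant human alpha-glucosidase (4 nM final) hydrolysed bovine liver glycogen (30 ug) for 40 min at 37 C in pH 5.0 citrate/phosphate with 0.01% Tween-20. Released glucose detected by glucose oxidase/Amplex Red, Ex 573/Em 610 nm. Compounds up to 77 uM; AC50 from Hill fits.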
HTT cytoprotect: Huntington cell model cytoprotection by ATP luminescence; PC12 HTT-Q103 induced, cytoprotection, ATP luminescence, 40 h; Potency, µM (series often up to 56.4 µM), for the others: cytoprotection (ATP increase), hits mostly activators; hit rate 0.14% among 230,000;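 further: % of control where 0% means no effect; nearly all actives have a fitted effect of over 45% in size; toxic huntingtin expression switched on by the ecdysone agonist tebufenozide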
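Compounds added alongside 100 nM tebufenozide, which induces toxic Q103 huntingtin exon 1-GFP in stable PC12 cells; surviving cells quantified by luminescent ATP measurement. Medium: phenol red-free DMEM, 5% equine and 5% calf serum.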
Tau fluor cs: counter-screen for tau fibril formation inhibitors | tau K18 P301L (four-repeat tau fragment) Alexa594 fluorescence, heparin fibrillization | hit rate 0.93% among 280,000 | Potency, µM (highest dose often 57.7 µM), for inactives: at the highest dose activity change, negative = decrease; further: on the % scale 0 is the no-effect control and ±100 the full control effect; nearly all actives have a fitted effect of over 55% in size
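Human K18 P301L tau (15 uM unlabeled plus 0.24 uM Alexa 594-labeled, final) in 100 mM sodium acetate pH 7 was mixed with compound and 20 uM heparin and incubated 6 hr at 37 C.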
GAA inhib: alpha-glucosidase (human) inhibition; purified human GAA, 4-MU-alpha-glucoside fluorescence; Potency, µM (series often up to 76.9 µM), without a hit: top-dose activity change, negative = inhibition, most hits filed as inhibitors; hit rate 0.005% among 200,000; AID 1466;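 further: plate controls were uninhibited enzyme wells for no effect and no-enzyme background for full effect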
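Compounds are titrated up to 77 uM against 4 nM human enzyme. Substrate 4-methylumbelliferyl-alpha-D-pyranoside (400 uM) reacts 20 min at room temperature in pH 5.0 buffer; liberated 4-methylumbelliferone is read at 440 nm.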
GLA spleen mod: inhibitors or activators of human alpha-galactosidase in spleen homogenate. P06280. human spleen homogenate, 4MU-alpha-Gal fluorescence, 40 min. Potency, µM (titrated, usually from 80 µM), without a hit: top-dose activity change, negative = inhibition, most hits filed as inhibitors. hit rate 0.008% among 240,000. AID 2107;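 further: 0% = enzyme with vehicle and -100% = no enzyme basal signal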
Target sequence (P06280 32-429 limits assumed): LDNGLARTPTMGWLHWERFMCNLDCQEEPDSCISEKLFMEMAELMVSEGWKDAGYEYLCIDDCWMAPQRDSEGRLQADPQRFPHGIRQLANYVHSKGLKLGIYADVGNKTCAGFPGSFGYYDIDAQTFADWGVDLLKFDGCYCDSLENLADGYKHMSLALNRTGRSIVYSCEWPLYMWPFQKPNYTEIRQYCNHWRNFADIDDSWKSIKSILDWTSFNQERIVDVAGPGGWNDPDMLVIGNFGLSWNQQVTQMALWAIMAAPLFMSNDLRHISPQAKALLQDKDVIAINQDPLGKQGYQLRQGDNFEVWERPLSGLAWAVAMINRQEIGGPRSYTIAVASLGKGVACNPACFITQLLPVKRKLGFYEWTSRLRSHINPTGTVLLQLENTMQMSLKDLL
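Fluorogenic readout (Ex 365/Em 440 nm) of 4-methylumbelliferone released from 1 mM 4-MU-alpha-galactoside by spleen homogenate, 40 min at 37C, pH 5.0. Data normalized to no-enzyme and enzyme controls; Hill-equation AC50 from compound titrations.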
The depositor's hits bear a star; ? = inconclusive; · = no result given; & = joins results of further samples; [ ] = remark or other dose. The call rests on the fitted dose curve; in most records, active means well fitted curve in the direction sought with a large enough effect; inconclusive means small, poorly fitted or top-dose-only effect, or another doubt; inactive means no such curve, though single readings can be large; an effect the other way counts as inactive or inconclusive. Potency means the concentration at half of the fitted maximal effect. This is a random part of the collection; 3.3% or so of the library scored in one or more.

SMILES	Tau FP inhib	GAA spleen mod	Tau fibril ThT	GAA glycogen mod	HTT cytoprotect	Tau fluor cs	GAA inhib	GLA spleen mod
O=S(=O)(/N=C(/c1ccc(Cl)cc1)N1CCOCC1)c1ccc(Cl)cc1	-11%	-3%	-7%	9%	-15%	-5%	4%	5%
Cn1c(C(=O)OC(C(=O)NCc2ccco2)c2ccncc2)cc2sccc21 (configuration not stated)	-9%	5%	-11%	-1%	-8%	-11%	-4%	9%
Cc1ccc(-n2nnc(-c3nccs3)n2)cc1	-7%	5%	-17%	15%	-77%[inhibitor][10 µM]	-10%	·	-5%
CCOC(=O)Cn1cnc(-c2ccc([N+](=O)[O-])cc2)c1	-2%	-3%	-7%	5%	-7%[0.074 µM]	5%	2%	0%
Cc1ccc(-n2c3nc(=O)[nH]c(=O)c-3cc3c(Cl)cccc32)cc1	3%	·	-5%	-3%[76.3 µM]	·	-1%	·	·
O=C(O)CCSc1nnc(-c2ccccc2)n1-c1ccccc1	-7%	1%	2%	-1%	-12%	6%	5%	-7%
CCCCNC(=O)CN1C(=O)NC2NC(=O)NC21 (configuration not stated)	-3%	4%	-1%	7%	-28%	-10%	-6%	8%
CCOC(=O)C1CCCN(C(=O)COc2ccc(S(=O)(=O)N(CC)c3ccccc3)cc2)C1 (configuration not stated)	9%	4%	-4%	5%	-2%[10 µM]	-4%	-10%	-1%
OC(COc1ccccc1CNCc1cccnc1)CN1CCc2ccccc2C1 (configuration not stated)	-5%	-6%	-13%	8%	-1%[10 µM]	-7%	-2%	3%
COc1ccc(CNc2nc3c(c(=O)[nH]c(=O)n3C)n2CCCc2ccccc2)cc1	2%	1%	3%	-1%	-48%	-12%	-4%	-21%
CCc1ccc(NC(=O)CN2C(=O)C(=O)c3ccccc32)cc1	5%	·	?	15%[76.3 µM]	·	-5%	·	·
C=CCn1c(P(C)(=O)O)nc2ccccc21	-12%&0%	6%&-4%	0%&2%	-2%&8%	-26%	-4%&3%	0%&-8%	3%&-6%
Cc1sc2nc(SCC(=O)Nc3ccc(S(=O)(=O)NCCCC(=O)O)cc3)[nH]c(=O)c2c1C	?	3%	-17%	-6%	-18%	-19%	-14%	4%
O=C(N/N=C/c1cccs1)c1ccccn1	-5%	5%	-2%	-19%	-43%[inhibitor]	-4%	-2%	6%
CC(=O)Nc1ccc(S(=O)(=O)N(C)CC(=O)OCC(=O)c2cc(C)n(-c3ccc4c(c3)OCO4)c2C)cc1	-7%	-3%	-16%	2%	10%[10 µM]	?	-10%	6%
O=[n+]1cc(-c2ccc(Cl)cc2)n([O-])c2c1CCCCC2	0%	-9%	-1%	12%	·	-2%	-2%	-1%
COC(=O)/C(C#N)=C/c1c(Oc2cc(C)cc(C)c2)nc2ccccn2c1=O	-3%	2%	-14%	0%	0%[10 µM]	-17%	·	5%
Cc1ccc(NC(=O)Cn2c(-c3ccc4c(c3)OCO4)cn(-c3ccccc3)c2=O)cc1	7%	·	?	8%[76.3 µM]	·	?	·	·
O=C(/C=C/c1cccc([N+](=O)[O-])c1)Nn1c(-c2ccccc2F)nc2ccccc2c1=O	13%	-11%	-5%	-5%	·	-14%	-2%	-6%
CCC[N+](C)(C)C(C)C(OC(C)=O)c1ccccc1 (configuration not stated)	-1%	-2%	-3%	3%	6%[10 µM]	1%	·	2%
c1ccc(Oc2cccc(OCCCCN3CCCC3)c2)cc1	-3%	0%	-4%	10%	16%[0.074 µM]	-3%	0%	0%
Cc1cccc(OCCCC(=O)NC(C)c2ccccc2)c1 (configuration not stated)	10%	0%	-5%	-1%	0%	-1%	4%	-1%
O=C(NCC1CCCO1)c1cccc(S(=O)(=O)NCc2ccccc2)c1 (configuration not stated)	-5%	1%	-5%	-1%	-15%	-5%	2%	9%
O=C(OCCN1CCCCC1)C1(c2ccccc2)CCCC1	3%	-4%	5%	4%	7%[10 µM]	5%	-2%	-15%
O=C1c2cc(F)ccc2OC2(CCNCC2)C12CC(c1ccccc1)=NO2 (configuration not stated)	-2%	19%	?	-6%	-1%[10 µM]	-22%	·	9%
COc1ccc(NC(=O)N2CCCC(c3nc(-c4ccc(F)cc4)no3)C2)cc1 (configuration not stated)	6%	-5%	-15%	8%	16%[10 µM]	-24%	-2%	4%
Cc1[nH][nH]c(=O)c1C=Nc1ccc(C(F)(F)F)cc1	?	·	-8%	5%	1%	-1%	-3%	2%
Cn1c(CCNC(=O)OC(C)(C)C)n[nH]c1=S	4%	0%	-11%	-8%	-6%[10 µM]	4%	0%	-4%
NNc1nnc(NN)c2ccccc12	?	-5%	?	·	-57%[inhibitor]	-22%	·	0%
Cn1c(=O)c(=O)n(C)c2cc(S(=O)(=O)N3CCCC3C(=O)Nc3ccc(F)cc3)ccc21 (configuration not stated)	-1%	·	-1%	2%&2%[76.3 µM]	·	-5%	·	·
Cc1nonc1NC(=O)N1CCCC1	7%	-5%	-6%	8%	-14%	4%	5%	1%
CC1Nc2ccccc2C(=O)N1NS(=O)(=O)c1ccccc1 (configuration not stated)	3%	4%	-6%	-6%	-48%[inhibitor][10 µM]	-7%	-1%	7%
CCCC/C(C)=N/NC(=O)NC1CCCCC1	1%	3%	-1%	-8%	17%[10 µM]	-5%	5%	-2%
CS(=O)(=O)N1CCN(c2ccc([N+](=O)[O-])c(NCc3ccccc3)c2)CC1	6%	3%	?	5%	-17%	-22%	-14%	-8%
Cc1ccccc1CN(c1ccc(C(=O)N2CCc3ccccc3C2)cc1)S(C)(=O)=O	2%	-1%	-11%	0%	-35%	-5%	-12%	9%
Cc1cc(C)nc(NS(=O)(=O)c2ccc(CC(C)C)cc2)c1	-9%	-9%	·	-5%	13%[10 µM]	-15%	·	-2%
CNc1nc(C)nc(-c2ccccc2O)n1	2%	-7%	-4%	9%	-26%	-1%	-1%[15.4 µM]	-6%
CC(C)OC(=O)/C(C#N)=C\c1cccnc1	1%	1%	-15%	-5%	11%[10 µM]	-9%	-5%	7%
CC(=O)NC(c1ccccc1)c1cc([N+](=O)[O-])c2cccnc2c1O (configuration not stated)	?	5%	10µM*	-12%	-42%[10 µM]	-14%	-8%	-2%
O=C(CN1CCCCCC1)NCCN1C(=O)S/C(=C\c2ccccc2Cl)C1=O	-8%	-1%	-17%	4%	-50%[inhibitor]	-4%	-9%	-1%

Continued; the last 4 above are carried over.
SMILES	Tau FP inhib	GAA spleen mod	Tau fibril ThT	GAA glycogen mod	HTT cytoprotect	Tau fluor cs	GAA inhib	GLA spleen mod
CNc1nc(C)nc(-c2ccccc2O)n1	2%	-7%	-4%	9%	-26%	-1%	-1%[15.4 µM]	-6%
CC(C)OC(=O)/C(C#N)=C\c1cccnc1	1%	1%	-15%	-5%	11%[10 µM]	-9%	-5%	7%
CC(=O)NC(c1ccccc1)c1cc([N+](=O)[O-])c2cccnc2c1O (configuration not stated)	?	5%	10µM*	-12%	-42%[10 µM]	-14%	-8%	-2%
O=C(CN1CCCCCC1)NCCN1C(=O)S/C(=C\c2ccccc2Cl)C1=O	-8%	-1%	-17%	4%	-50%[inhibitor]	-4%	-9%	-1%
COc1ccc(OC)c(NC(=O)CSc2c3c(nc4cc(Cl)ccc24)CCCC3)c1	4%	·	?	-13%[76.3 µM]	·	-16%	·	·
COC(=O)C1=C(C(=O)OC)[C@@H]2N(C)c3ccccc3[C@@]23C[C@@H](C(=O)OC)N(S(=O)(=O)c2ccc(C#N)cc2)C3=N1	4%[11.6 µM]	12%[17.4 µM]	1%[11.5 µM]	·	-12%[10 µM]	2%[11.6 µM]	·	11%[17.5 µM]
CCOC(=O)c1cc2c(=O)n3ccccc3nc2n(Cc2ccco2)c1=NC(=O)c1ccc(OC)cc1OC	0%	0%	?	-10%	-20%	-10%	?	?
COC(=O)c1cc(NC(=O)c2ccc(OC)cc2)c(=O)oc1C	2%	·	?	-5%	-21%	-6%	-2%	6%
O=S(=O)(NC1CCCCC1)c1ccc(-c2csnn2)s1	-2%	2%	-1%	-6%	14%	-22%	-2%	8%
COc1ccc(NC(=O)c2cncc(Br)c2)cc1S(N)(=O)=O	-1%	-2%	1%	4%	-72%[inhibitor]	6%	2%	-5%
CCOC(=O)c1c(C)oc2c1cc(O)c1ccccc12	?	-13%	?	?	-36%	-26%	1%	-2%
O=C1c2ccccc2C(=O)N1c1nc2nccc(-c3ccccc3)n2n1	·	-1%	·	3%	-17%	·	-16%	8%
O=C(NC(=S)N1CCN(Cc2ccccc2)CC1)c1ccco1	-3%	1%	-3%	3%	-8%	-4%	-4%	2%
COc1ccc(-c2cc(C(F)(F)F)nc(SCC(=O)Nc3ccc4c(c3)OCO4)n2)cc1	-5%	-1%	2%	-2%	-14%[10 µM]	-24%	2%	2%
c1cncc(CNc2nc(N3CCOCC3)nc(N3CCOCC3)n2)c1	2%	1%	-16%	7%	-10%	-11%	-11%	4%
COc1ccc(C(c2oc(CO)cc(=O)c2O)c2oc(CO)cc(=O)c2O)cc1	4%	1%	-6%	?	-4%	1%	-4%	-1%
CCN(CC)C(=O)CSc1nc2ncc(Br)cc2[nH]1	2%	7%	-12%	13%	-2%	-7%	0%	-17%
O=C(OC(C(=O)NCc1ccc2c(c1)OCO2)c1ccc(Cl)cc1)c1ccco1 (configuration not stated)	-4%	-16%	-6%	5%	14%	-25%	-2%	-20%
CC(C)CCn1c(=O)c2sccc2n2c(CCCC(=O)NC(C)C)nnc12	-2%	·	-13%	·	·	-15%	·	·
COC(=O)c1sccc1NC(=O)/C=C/c1ccc(Cl)cc1	-5%	-4%	-11%	1%	-3%[10 µM]	-9%	10%	2%
CC1CCC(NC(=O)c2ccc(CS(=O)(=O)Cc3ccccc3F)o2)CC1 (configuration not stated)	-1%	0%	-13%	-2%	-17%	-4%	-14%	2%
COCCNC(=O)COc1ccc(C)c(C)c1	-1%	1%	2%	0%	-7%[10 µM]	-1%	-5%	6%
